PfHsp90 set2 – growth inhibition of PfHsp90-expressing yeast, primary screen, antimalarial PfHsp90 inhibitor project, S. cerevisiae, BacTiter-Glo luminescence, single point, set 2. BacTiter-Glo ATP, 48 h; yeast lacking PDR1 and PDR3 efflux regulators. inhibition, % at 9.4 µM. 310,000 tested, 0.32% active. AID 504621, 2011;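 active means every replicate shows inhibition above about 80%, whatever the replicate mean, limit read from the data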;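 further: 0% = DMSO neutral controls and 100% = 20 µM radicicol positive controls; yeast relying on Plasmodium falciparum Hsp90 in place of its own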
MOR-DOR inv ag – inverse agonists of MOR-DOR heterodimerization, primary screen, cell-based, luminescence; cell-based MOR-DOR heterodimer luminescence, inverse agonism; inhibition, % at 9.3 µM; 340,000 tested, 0.21% active; AID 504357, 2011; in the data active means inhibition above about 22%, passing the limit was not always enough;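 further: 0% = cells with DMSO and 100% = wells without cells with DMSO; values of inactives mirror those of a sister screen read the other way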
PKA-R1A activ – activators of PKA-R1A holoenzyme, primary screen, biochemical, fluorescence polarization, Cy5-IP20, bovine R1A, mouse PKAc; cAMP-dependent protein kinase type I-alpha regulatory subunit (Bos taurus) + …; PKA-R1A dissociation; scaled: DMSO 0%, 113 µM cGMP 100%; activation, % at 11.4 µM; 340,000 tested, 0.083% active;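 active means percent activation above the mean of all tested compounds plus 3 SD, cut at about 19% in these data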;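 further: higher means more PKAc released from R1A so a rise in polarization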
E coli growth – E. coli V3065 growth inhibition, primary screen, counter-screen for AddAB inhibitor project, absorbance, OD600; 18 h; inhibition, % at 11.9 µM; 330,000 tested, 0.27% active;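 active means inhibition above the campaign's mean inhibition across all tested compounds plus 3 SD, cut at about 9.9% in these data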;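 further: uninfected addAB+ strain grown without phage in ampicillin broth; 0% = DMSO wells and 100% = ciprofloxacin 0.95 µg/ml wells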
AddAB inh – growth inhibition of E. coli expressing H. pylori AddAB, primary screen, AddAB inhibitor project, absorbance | inhibition, % at 11.9 µM | 330,000 tested, 0.29% active | AID 435030, 2010; in the data active means inhibition above about 12%;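 further: 0% = vehicle wells of infected cells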
Arrestin-AP2 inh – inhibitors of beta-arrestin/AP2 binding, primary screen, biochemical, GPCR trafficking, flow cytometry. beta-arrestin 1 C-terminal peptide binding to AP2 beta2-adaptin appendage (human). FITC-arrestin peptide / GST-AP2 beads; AP2 beta2 appendage carries R879A mutation. 340,000 tested, 0.31% active. inhibition, % at 10 µM;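 active means inhibition above a set limit, near 3 SD of compounds lacking own fluorescence, cut at about 54% in these data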;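 further: plate controls were DMSO wells for no effect and 5 µM unlabelled arrestin peptide for full effect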
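System: GST-AP2 R879A bound to glutathione beads, E. coli-expressed. Also added: 50 nM FITC-arrestin peptide. Schedule: compound with beads 12 min RT, then probe 1 h RT. Signal: bead flow cytometry, FITC channel. Read-out basis: percent response.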
DSG3 Ab inh – inhibitors of pemphigus antibody binding to DSG3, primary screen, biochemical, bead-based, flow cytometry, scFv-GFP; AID 588358, 2011; DSG3-coupled beads, scFv-anti-DSG3-GFP binding; stronger effect = lower value; Desmoglein-3 (Homo sapiens), P32926; binding (percent of control), % at 10 µM; 310,000 tested, 0.48% active;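 active means binding more than 3 SD below its plate's average and above zero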;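 further: hits lower antibody fragment binding to DSG3; some compounds called inactive have numbers as strong as hits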
Target sequence (P32926 whole entry, looked up, the tested form may be a part): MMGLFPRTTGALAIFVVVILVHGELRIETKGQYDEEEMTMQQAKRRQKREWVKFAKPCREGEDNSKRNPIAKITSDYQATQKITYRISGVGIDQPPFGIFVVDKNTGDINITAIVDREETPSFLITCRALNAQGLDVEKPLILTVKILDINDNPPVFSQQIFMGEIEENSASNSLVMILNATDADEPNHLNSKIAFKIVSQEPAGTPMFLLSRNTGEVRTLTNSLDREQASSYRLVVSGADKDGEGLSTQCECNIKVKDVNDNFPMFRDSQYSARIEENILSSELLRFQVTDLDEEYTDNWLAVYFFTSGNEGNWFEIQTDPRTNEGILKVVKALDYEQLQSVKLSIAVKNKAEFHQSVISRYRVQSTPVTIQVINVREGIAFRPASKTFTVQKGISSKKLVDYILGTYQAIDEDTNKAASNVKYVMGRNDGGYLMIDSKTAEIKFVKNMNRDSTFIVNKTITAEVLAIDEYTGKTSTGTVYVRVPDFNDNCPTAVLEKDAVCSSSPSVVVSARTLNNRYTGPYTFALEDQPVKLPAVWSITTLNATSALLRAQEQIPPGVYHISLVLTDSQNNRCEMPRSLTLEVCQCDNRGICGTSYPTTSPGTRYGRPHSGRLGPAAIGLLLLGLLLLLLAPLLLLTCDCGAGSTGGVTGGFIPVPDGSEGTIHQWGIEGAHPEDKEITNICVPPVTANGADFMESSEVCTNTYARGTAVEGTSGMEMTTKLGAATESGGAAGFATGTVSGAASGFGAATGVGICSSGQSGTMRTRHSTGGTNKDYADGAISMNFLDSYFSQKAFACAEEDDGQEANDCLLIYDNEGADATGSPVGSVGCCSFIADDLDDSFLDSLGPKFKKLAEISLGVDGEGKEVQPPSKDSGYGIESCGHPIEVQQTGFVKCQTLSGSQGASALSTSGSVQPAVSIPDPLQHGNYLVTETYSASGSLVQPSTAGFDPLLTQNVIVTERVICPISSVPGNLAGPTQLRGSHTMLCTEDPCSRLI
MOR-DOR ag – agonists of OPRM1-OPRD1 heterodimerization, primary screen, cell-based, luminescence; Mu-type opioid receptor (Homo sapiens) + Delta-type opioid receptor (Homo sapiens), …; cells; AID 504326, 2011; 340,000 tested, 0.3% active; activation, % at 9.3 µM; in the data active means activation above about 18%;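 further: 0% = vehicle-treated cells and 100% = reference agonist; values of inactives mirror those of a sister screen read the other way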
Tat transport – E. coli Tat export inhibitors, primary screen, MC4100, TorA-mCherry reporter, fluorescence, single point; 340,000 tested, 0.036% active; inhibition, % at 10 µM;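 active means mean replicate inhibition at least 50% and at least half of replicates individually reaching 50%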;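 further: exported cargo escapes ClpAP degradation while cytoplasmic cargo is degraded and loses fluorescence; 0% = median of neutral control wells and 100% = median of NaSCN control wells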
SUMO Mot1 rescue – yeast Mot1-301 growth rescue at high temperature, primary screen, SUMOylation pathway inhibitor project, S. cerevisiae, ATP luminescence, 38.5C. S. cerevisiae Mot1-301 growth rescue; percent above DMSO median, 100 means doubled. 320,000 tested, 1% active. growth rescue, % at 18.8 µM;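 active means every valid replicate shows activation above 250% relative to neutral control wells; inactive means the rest, any valid replicate at or below 250%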;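 further: OY570 slx delta 5 strain wells were the positive control but not used for scaling; some compounds called inactive have numbers as strong as hits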
phage Ecoli inh – growth loss of phage-infected E. coli, primary screen, RecBCD inhibitor project, absorbance, with phage, HTS; inhibition, % at 11.9 µM; 360,000 tested, 0.26% active; AID 651602, 2012; in the data active means inhibition above about 11%
Numbers without * were called inactive; . = no result given.

SMILES	PfHsp90 set2	MOR-DOR inv ag	PKA-R1A activ	E coli growth	AddAB inh	Arrestin-AP2 inh	DSG3 Ab inh	MOR-DOR ag	Tat transport	SUMO Mot1 rescue	phage Ecoli inh
O=C(O)CCSc1nnc(-c2ccc3c(c2)OCO3)o1	19.3	-7.0	-5.6	0.5	6.0	6.3	104.4	1.1	-3.9	-0.8	1.7
CC(=O)OC(C(=O)N1CCN(c2ccccc2F)CC1)c1ccccc1 (centres undefined)	-12.1	-7.1	-1.4	1.2	1.0	20.8	99.7	1.2	3.6	-9.4	2.0
Cc1cc(=O)[nH]c2c(C)cc(S(=O)(=O)NCc3ccccc3)cc12	-14.1	9.5	-10.5	-1.2	-1.4	-6.9	106.6	-1.8	0.6	6.2	0.8
O=C1c2ccccc2C(=O)N1CCCCN(C(=O)c1cc([N+](=O)[O-])ccc1Cl)c1ccc(Cl)cc1	-20.4	-8.3	5.9	-0.8	3.7	6.7	91.4	1.4	-1.9	249.7	2.9
CSc1nnc(-c2ccc(C(F)(F)F)nc2C)o1	7.4	19.1	-7.5	0.6	2.2	7.0	.	-3.9	-4.5	-10.7	1.6
OCCC1CN(C2CSCCSC2)CCN1Cc1ccccc1 (centres undefined)	4.4	5.8	0.6	2.2	-0.2	41.6	105.3	-1.1	-1.8	-3.0	3.0
Oc1ccc2oc3c(c2c1)CCCC3	-31.8	-9.0	-6.8	1.5	2.0	2.2	78.1	1.6	1.9	24.9	4.6
O=C(c1ccc(Cl)cc1)C1C2C(=O)N(c3ccccc3)C(=O)C2C2CCCN21 (centres undefined)	-24.3	15.1	3.8	.	.	2.9	110.6	-3.6	0.8	.	1.8
O=c1nc(-c2ccccc2)cn[nH]1	-3.7	15.4	-1.6	1.4	2.5	-6.0	106.8	-3.1	2.9	569.5*	-2.4
O=C(NCc1cccs1)c1cccnc1Cl	-22.1	9.8	2.3	-0.8	0.9	-10.7	99.0	-1.6	-10.3	7.2	2.3
Cc1ccc(S(=O)(=O)NCCCNc2ccc([N+](=O)[O-])cc2)cc1	4.1	4.5	0.3	-1.5	-1.0	9.4	100.2	-0.8	6.2	89.9	6.5
O=C(CSc1ccc([N+](=O)[O-])cc1)Nc1nnc(C2CC2)s1	.	11.4	2.9	-0.7	-1.4	-10.3	92.5	-2.2	4.5	-2.9	2.1
Cc1ccccc1NC(=O)C1COc2ccccc2O1 (centres undefined)	6.2	7.5	0.4	-0.9	3.1	4.0	88.9	-1.6	-7.7	-4.5	-0.2
COc1ccc(Cc2nnc(SCc3ccc([N+](=O)[O-])cc3)o2)cc1	-33.2	11.3	-8.6	-2.1	-1.5	8.8	101.5	-2.4	10.0	11.6	-1.8
CN(C)CCCNC(=O)c1cc2c3ccccc3n(C)c2s1	9.5	-15.1	-0.4	1.6	1.2	33.2	99.7	3.1	-2.1	-5.4	2.0
CC(C)CNC(=O)CSc1ccc(S(=O)(=O)N(C)C2CCCCC2)cn1	.	6.4	-7.1	.	.	3.2	103.9	-1.0	-2.0	.	0.2
COCCN(C(=O)COC(=O)CCn1c(C)csc1=O)c1c(N)n(Cc2ccccc2)c(=O)[nH]c1=O	11.0	11.4	-6.0	2.2	1.6	27.8	97.2	-2.2	0.8	83.5	-2.7
C/C(CC(=O)NC(C)(C)C)=N\NC(=O)c1ccccc1N	27.6	6.1	-5.2	1.6	0.5	-2.7	100.2	-1.3	-0.4	.	4.4
Cc1cccc(NC(=O)CSc2n[nH]c(-c3ccncc3)n2)c1C	3.6	3.3	-0.6	0.8	1.2	4.1	105.1	-0.6	0.9	193.1	0.9
CCc1nnc(NC(=O)c2cc(S(=O)(=O)N3CCN(c4ccccc4)CC3)ccc2Cl)s1	-10.9	4.6	3.5	0.3	2.4	4.6	86.6	-0.8	3.7	-0.8	1.7
O=C(O)C1C2C=CC3(CN(C4CCCC4)C(=O)C13)O2 (centres undefined)	4.3	-4.8	-6.0	-0.5	4.3	7.1	106.8	1.0	3.6	-4.7	2.1
Cc1cc(N)n2nc(C(F)(F)F)nc2n1	8.2	1.2	-0.6	-1.8	2.9	5.2	94.2	-0.2	-2.8	.	5.9
O=C1CCN(CCc2ccccc2)CCN1[C@H](COc1ccccc1)c1ccccc1	9.5	-0.2	-1.9	-0.3	0.4	-2.4	103.6	0.0	4.7	-3.7	0.6
COC(=O)C1CSC(C(=O)OC)N1C(=O)Nc1c(C)cccc1C (centres undefined)	-9.9	3.2	-0.3	-0.5	2.5	32.2	110.2	-0.6	5.4	596.3	3.9
Cc1c(C(=O)NCc2ccc(F)cc2)oc2ccc(S(=O)(=O)N3CCOCC3)cc12	1.2	-16.8	-15.5	-0.9	2.9	-1.8	110.1	2.1	5.3	6.2	0.6
CC(C)(C)c1ccc2oc(=O)cc(-c3cccc(-c4ccc(C(F)(F)F)cc4)c3)c2c1	17.9	6.5	-7.5	1.1	2.7	7.2	107.4	-1.3	-8.7	.	0.4
O=C1CCCc2ccccc2N1Cc1ccccc1	-4.3	8.4	12.6	1.1	2.0	-9.3	104.0	-1.6	-0.5	-19.7	4.1
O=C(COC(=O)CNC(=O)c1ccco1)Nc1ccc(Cl)cn1	-3.1	-1.5	-4.4	2.5	-0.3	4.5	86.8	0.3	1.2	-9.4	2.5
CC(C)N(C(=O)C(=O)c1cccn1-c1ccccc1C#N)C(C)C	7.9	8.8	4.9	2.2	3.7	18.4	94.7	-1.7	-3.4	5.5	3.5
CN(C)S(=O)(=O)c1ccc(N2CCCC2)c(C(=O)Nc2cccc(F)c2)c1	-5.8	12.1	-13.6	-1.0	1.6	26.5	109.3	-2.3	4.8	-3.9	.
CN(Cc1ccccc1)S(=O)(=O)c1ccc(Cl)c(C(=O)OCC(N)=O)c1	-0.8	8.1	-7.1	-1.0	1.3	-21.9	99.5	-1.6	-6.8	-3.2	0.9
Cc1ccc2c(c1)C(=O)C(=O)N2Cc1ccc(F)cc1	-25.4	38.8*	-2.0	-0.3	0.9	31.5	101.8	-6.7	-8.6	147.8	5.0
COc1cc2c3nnc(-c4ccccc4)c-3cn(Cc3ccc(F)cc3)c2cc1OC	12.9	10.1	-8.5	-3.9	-3.1	-6.8	90.2	-2.0	-2.9	126.3	1.4
COCC(C)n1c(C)cc(C(=O)CSc2nnc(-c3ccco3)o2)c1C (centres undefined)	9.4	3.4	8.7	1.6	1.3	0.5	89.1	-0.7	-3.3	2.1	4.7
Fc1ccc(-c2[nH]ncc2CN2CCN(c3ccc(F)cc3)CC2)cc1	6.7	-4.7	-11.4	-1.1	-0.5	11.6	.	0.9	-7.1	-12.3	3.8
Nc1ccccc1C(=O)NCCCN1CCOCC1	-9.5	14.9	0.8	0.0	0.1	7.9	102.3	-3.3	10.0	55.2	1.6
Cc1ccc(NC2=Nc3ccccc3CS2)cc1	5.8	-33.1	1.2	0.4	2.6	-9.0	178.4	5.8	-5.7	-14.5	0.3
CC(=O)Nc1cccc(OCCOc2cccc([N+](=O)[O-])c2)c1	-4.1	18.3	10.7	.	.	25.5	101.1	-4.2	2.8	.	4.4
OC(c1ccccc1)c1nccn1Cc1ccccc1 (centres undefined)	-4.2	2.1	5.7	0.7	0.0	-5.5	89.0	-0.4	-0.1	8.3	4.6
O=C(Cc1cccc2ccccc12)N1CC[C@@]2(O)CCCC[C@H]2C1	-12.5	14.0	0.6	1.2	0.5	6.2	108.6	-2.8	-2.3	-2.5	-2.7

For reference, some entries already given.
SMILES	PfHsp90 set2	MOR-DOR inv ag	PKA-R1A activ	E coli growth	AddAB inh	Arrestin-AP2 inh	DSG3 Ab inh	MOR-DOR ag	Tat transport	SUMO Mot1 rescue	phage Ecoli inh
O=C(O)CCSc1nnc(-c2ccc3c(c2)OCO3)o1	19.3	-7.0	-5.6	0.5	6.0	6.3	104.4	1.1	-3.9	-0.8	1.7
CC(=O)OC(C(=O)N1CCN(c2ccccc2F)CC1)c1ccccc1 (centres undefined)	-12.1	-7.1	-1.4	1.2	1.0	20.8	99.7	1.2	3.6	-9.4	2.0
Cc1cc(=O)[nH]c2c(C)cc(S(=O)(=O)NCc3ccccc3)cc12	-14.1	9.5	-10.5	-1.2	-1.4	-6.9	106.6	-1.8	0.6	6.2	0.8
O=C1c2ccccc2C(=O)N1CCCCN(C(=O)c1cc([N+](=O)[O-])ccc1Cl)c1ccc(Cl)cc1	-20.4	-8.3	5.9	-0.8	3.7	6.7	91.4	1.4	-1.9	249.7	2.9
CSc1nnc(-c2ccc(C(F)(F)F)nc2C)o1	7.4	19.1	-7.5	0.6	2.2	7.0	.	-3.9	-4.5	-10.7	1.6
OCCC1CN(C2CSCCSC2)CCN1Cc1ccccc1 (centres undefined)	4.4	5.8	0.6	2.2	-0.2	41.6	105.3	-1.1	-1.8	-3.0	3.0
Oc1ccc2oc3c(c2c1)CCCC3	-31.8	-9.0	-6.8	1.5	2.0	2.2	78.1	1.6	1.9	24.9	4.6
O=C(c1ccc(Cl)cc1)C1C2C(=O)N(c3ccccc3)C(=O)C2C2CCCN21 (centres undefined)	-24.3	15.1	3.8	.	.	2.9	110.6	-3.6	0.8	.	1.8
O=c1nc(-c2ccccc2)cn[nH]1	-3.7	15.4	-1.6	1.4	2.5	-6.0	106.8	-3.1	2.9	569.5*	-2.4
O=C(NCc1cccs1)c1cccnc1Cl	-22.1	9.8	2.3	-0.8	0.9	-10.7	99.0	-1.6	-10.3	7.2	2.3
Cc1ccc(S(=O)(=O)NCCCNc2ccc([N+](=O)[O-])cc2)cc1	4.1	4.5	0.3	-1.5	-1.0	9.4	100.2	-0.8	6.2	89.9	6.5
O=C(CSc1ccc([N+](=O)[O-])cc1)Nc1nnc(C2CC2)s1	.	11.4	2.9	-0.7	-1.4	-10.3	92.5	-2.2	4.5	-2.9	2.1

High-throughput results from PubChem.
